# Screening data from PubChem.
# hIAP activ = increases human intestinal alkaline phosphatase activity. P09923. 330,000 tested, 0.16% active. purified human IAP, CDP-Star luminescence, 30 min; stronger effect = higher value; 1 = vehicle-only enzyme, 0 = enzyme-free background. activation factor at 10 µM;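 active = activation factor of the enzyme at least 2-fold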; also: the source names both 10 and 20 µM as test concentration; values of inactives mirror those of a sister screen read the other way
# A3A deaminase = blocks human APOBEC3A ssDNA deamination | P31941 | recombinant A3A, FAM/TAMRA ssDNA deamination fluorescence | inhibition, % at 20 µM | 330,000 tested, 0.41% active;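 active = at least 40% inhibition at 20 µM here, with at most 30% in a related deaminase screen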;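 also: plate controls were A3A with DMSO for no effect and wells lacking A3A enzyme for full effect; some results filed as inactive read as strong as hits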
# Target sequence (P31941 whole entry, looked up): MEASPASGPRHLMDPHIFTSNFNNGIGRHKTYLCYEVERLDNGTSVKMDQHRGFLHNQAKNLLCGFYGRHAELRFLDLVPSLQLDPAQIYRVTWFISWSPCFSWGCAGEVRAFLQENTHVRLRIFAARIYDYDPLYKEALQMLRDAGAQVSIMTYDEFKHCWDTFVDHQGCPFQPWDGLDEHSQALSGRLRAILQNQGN
# mIAP act = mouse IAP activation; muIAP, CDP-Star luminescence, 30 min; stronger effect = higher value; 1 = vehicle-only enzyme signal, 0 = enzyme-free wells; activation factor at 10 µM; 330,000 tested, 0.24% active;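 active = activation factor of at least 2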; also: the source names both 10 and 20 µM as test concentration; values of inactives mirror those of a sister screen read the other way
#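 Assay system: mouse IAP enzyme; reagent: chemiluminescent substrate CDP-Star; dosing: test compounds delivered from DMSO solution; schedule: 30 min at room temperature; measured by: luminescence from enzymatic CDP-Star hydrolysis; controls: DMSO-only wells and no-enzyme negative control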
# mIAP inh = blocks mouse intestinal alkaline phosphatase; inhibition, % at 10 µM; purified mouse IAP, CDP-Star luminescence, 30 min; 330,000 tested, 0.2% active;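 active = inhibition of at least 40% at 10 µM in the primary screen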;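 also: plate controls were DMSO with enzyme for no effect and no enzyme wells for full effect; values of inactives mirror those of a sister screen read the other way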
# HKDC1 inhibitor = blocks human hexokinase HKDC1 activity; AID 493160; recombinant HKDC1, G6PDH/diaphorase resazurin coupled fluorescence; 340,000 tested, 0.16% active; inhibition, % at 20 µM; Q2TB90;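 active = inhibition above about 35% when tested at 20 µM, limit read from the data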;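 also: plate controls were DMSO wells with enzyme for no effect and DMSO wells lacking enzyme for full effect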
# Target sequence (Q2TB90 whole entry, looked up): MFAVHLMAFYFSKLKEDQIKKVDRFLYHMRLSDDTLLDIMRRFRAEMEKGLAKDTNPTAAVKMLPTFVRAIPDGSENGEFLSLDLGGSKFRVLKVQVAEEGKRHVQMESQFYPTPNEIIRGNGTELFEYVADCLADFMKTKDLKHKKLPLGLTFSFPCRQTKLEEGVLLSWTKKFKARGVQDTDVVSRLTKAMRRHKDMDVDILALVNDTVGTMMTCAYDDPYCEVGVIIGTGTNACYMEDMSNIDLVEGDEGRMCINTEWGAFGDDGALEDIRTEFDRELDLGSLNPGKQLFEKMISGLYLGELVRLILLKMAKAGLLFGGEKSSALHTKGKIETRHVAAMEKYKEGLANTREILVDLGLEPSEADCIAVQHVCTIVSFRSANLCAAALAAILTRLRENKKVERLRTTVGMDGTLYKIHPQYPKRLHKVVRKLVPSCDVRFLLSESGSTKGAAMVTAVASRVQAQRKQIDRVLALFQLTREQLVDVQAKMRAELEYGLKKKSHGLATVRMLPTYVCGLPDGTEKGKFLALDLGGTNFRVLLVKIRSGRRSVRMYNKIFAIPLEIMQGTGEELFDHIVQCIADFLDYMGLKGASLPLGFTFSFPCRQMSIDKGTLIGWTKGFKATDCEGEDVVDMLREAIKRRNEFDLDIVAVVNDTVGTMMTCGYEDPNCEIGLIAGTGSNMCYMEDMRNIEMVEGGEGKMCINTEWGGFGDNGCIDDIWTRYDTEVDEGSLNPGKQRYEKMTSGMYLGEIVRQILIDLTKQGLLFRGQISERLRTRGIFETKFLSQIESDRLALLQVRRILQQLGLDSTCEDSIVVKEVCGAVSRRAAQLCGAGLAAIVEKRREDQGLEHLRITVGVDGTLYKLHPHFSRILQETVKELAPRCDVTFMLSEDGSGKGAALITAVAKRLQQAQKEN
#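 Test system: HK5 enzyme. Quantity: 5 µg/mL HK5 final. Reagent: glucose and ATP substrates. Schedule: 90 min reaction incubation at room temperature, dark. Technique: resazurin-to-resorufin fluorescence via G6PDH and diaphorase coupling, 525/613 nm. Control set: DMSO wells with and without enzyme mix.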
# hIAP inh = blocks human intestinal alkaline phosphatase | P09923 | 330,000 tested, 0.12% active | inhibition, % at 10 µM | purified IAP, CDP-Star luminescence, 30 min;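 active = inhibition reaching a set limit with compound at 10 µM in the primary screen, cut at about 35% in these data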;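 also: plate controls were DMSO wells with enzyme for no effect and no-enzyme buffer wells for full effect; values of inactives mirror those of a sister screen read the other way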
# ATG4B inhibitor = inhibitors of human ATG4B cysteine protease; AID 504462; 340,000 tested, 0.51% active; ATG4B cleavage of LC3-PLA2, NBD-HPC fluorescence, 1 h; inhibition, % at 8.33 µM; in the data active = inhibition above about 40%
# PfG6PD inh = PfG6PD (Plasmodium falciparum) enzyme inhibition. 350,000 tested, 0.78% active. inhibition, % at 20 µM. PfGluPho enzyme, NADPH resazurin-diaphorase fluorescence;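 active = inhibition reaching at least a set limit at 20 µM in the primary screen, cut at about 59% in these data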;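 also: 0% = DMSO wells with substrate and 100% = DMSO wells lacking glucose-6-phosphate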
# * = called active by the depositor; . = no result given; & = joins results of further samples.
# The line under a structure holds: hIAP activ, A3A deaminase, mIAP act, mIAP inh, HKDC1 inhibitor, hIAP inh, ATG4B inhibitor, PfG6PD inh
Cc1ccc(C)c(S(=O)(=O)N/N=C/c2ccc(N(C)C)cc2)c1
    1, -3, 0.9, 10, -3, -5, -10, 8
COc1ccc(-c2nc(C#N)c(N3CC(C)OC(C)C3)o2)cc1OC (stereo not given)
    0.99, -20, 0.96, 4, 8, 1, 2, -16
O=C1NCCOC(=O)[C@@H](Cc2ccc(F)cc2)C/C=C\C[C@@H]1CC(=O)N(CCO)Cc1ccccc1
    0.93, 5, 1.1, -5, -7, 7, 5, -4
O=C(c1ccco1)N1CCN(C(=O)C2CCN(S(=O)(=O)c3cnc[nH]3)CC2)CC1
    1.1, 1, 0.87, 13, -6, -11, -13, -13
COc1cc(SC)ccc1C(=O)Nc1cccc(C)n1
    0.98, -1, 0.97, 3, -1, 2, -14, 37
COc1ccccc1CNC(=O)[C@H](C)NC(=O)[C@@H]1Cc2ccccc2CN1
    0.97, 1, 1, -3, -2, 3, -4, -49
NC(=O)C1=C[C@H](c2ccc3c(c2)OCO3)C[C@H](OCc2ccc(CO)cc2)O1
    0.93, -1, 0.97, 3, 1, 7, 5, 14
Cc1ccc(NS(=O)(=O)c2ccccc2F)cc1S(=O)(=O)N1CCCCC1
    0.99, -5, 0.91, 9, -4, 1, -9, -26
Cc1ccc(NC(=O)n2ncc3c(C)cccc32)cc1F
    1.2, -2, 0.98, 2, -3, -16, -4, 31
O=C(CSc1n[nH]c(=O)n1C1CC1)Nc1ccc(Cl)c(Cl)c1
    1.2, -3, 0.97, 2, -1, -17, 6, 43
Cc1ccc(C)c(NC(=O)CSc2nnc([C@@H](N)Cc3ccccc3)o2)c1
    0.84, -2, 0.97, 3, -9, 16, -7, -7
CCN(CCCNC(=O)c1cc2c(-c3cccc(OC)c3)nn(C)c2s1)Cc1ccccc1
    1.4, -3, 1.3, -31, 0, -39, -20, 14
CSCC(=O)N1CCCC(CO)(Cc2ccccc2C)C1 (stereo not given)
    0.9, 0, 0.91, 10, 0, 10, 3, -28
CCC(C)C1C(C#N)=C(N)OC2=C1C(=O)CC(C)(C)C2 (stereo not given)
    1.1, -2, 0.99, 1, -2, -12, 5, -9
CCc1nnc(NC(=O)C2CCCN(C(=O)c3ccc(Cl)cc3)C2)s1 (stereo not given)
    0.9, -2, 0.99, 1, -5, 10, 2, 7
Nc1nc(N)nc(-c2cc(C(F)(F)F)ccc2Cl)n1
    1.1, -1, 0.98, 2, 3, -6, 4, 0
CCCc1cc(C(=O)Nc2ccc(C(=O)c3ccc(C)cc3)cc2)n(C)n1
    1.2, -3, 0.91, 9, 1, -18, -1, 11
CC1=CC=CC2=NC(=O)CC(C)(C(=O)N(CC(=O)NC3CCCC3)c3ccccc3C)N12 (stereo not given)
    0.99, 0, 0.96, 4, 3, 1, -13, 2
O=C(CNC(=O)c1ccccc1F)OCCCOC(=O)CNC(=O)c1ccccc1F
    0.97, 2, 0.9, 10, -2, 2, -2, 8
COc1ccc2nc(SCc3cccnc3)c(C#N)cc2c1
    0.94, -6, 0.87, 13, -2, 6, -3, 0
CC(C)c1ccc(CCNC(=O)c2cccc(S(=O)(=O)N3CCN(C)CC3)c2)cc1
    1.1, 3, 0.9, 10, -3, -7, -6, 8
O=Cc1cc2ccccc2nc1SCCCF
    0.98, -2, 0.93, 7, -3, 2, 17, 6
COc1ccc(C(=O)Nc2ccc(C)cn2)cc1S(=O)(=O)N1CCCc2ccccc21
    0.94, -1, 0.9, 10, 0, 6, -17, 20
Cc1cc(F)ccc1S(=O)(=O)Nc1ccc(C(=O)N2CCCCCC2)cc1
    1, 15, 1, 0, -1, 0, -10, -9
Cn1c(CSc2ncccn2)nnc1SCC(=O)N1CCCCC1
    1.1, 3, 0.92, 8, -4, -7, 3, 6
CCC1Oc2ccc(C)cc2N(CC(=O)NCCC2=CCCCC2)C1=O (stereo not given)
    1, 2, 1.2, -22, -6, -3, 17, 15
COC(=O)/C=C/CSC1=N/C(=C/c2ccc(-n3cncn3)cc2)C(=O)N1
    1, 1, 0.93, 7, -4, -2, 1, -12
S=c1[nH]nc(CSc2nc3ccccc3s2)n1Cc1ccccc1
    0.9, -3, 0.95, 5, 10, 10, 6, -10
COc1ccc([C@@H]2[C@@H]3C(=O)N(C(C)(C)C)C(=O)[C@@H]3[C@]3(C)C(=O)N(c4cccc(F)c4)C(=O)N23)cc1
    0.91, 4, 1.1, -6, -3, 9, 4, -4
COCCNC(=O)CN(CCc1ccccc1)S(=O)(=O)c1ccc(Br)cc1
    0.91, -3, 1.1, -6, 0, 9, -2, -8

# (listing goes on)
# The line under a structure holds: hIAP activ, A3A deaminase, mIAP act, mIAP inh, HKDC1 inhibitor, hIAP inh, ATG4B inhibitor, PfG6PD inh
O=C1Nc2ccc(C(F)(F)F)cc2N2CCCC12 (stereo not given)
    0.89, -2, 0.97, 3, ., 11, ., .
COCCn1c(SCC(=O)N2CCOCC2)nc2c(c1=O)SCC2
    1.1, -6, 0.99, 1, -2, -14, -4, 3
COc1ccc(S(=O)(=O)Nc2cccc3c2O[C@H](CN(C)Cc2ccc(-c4ccccc4)cc2)[C@@H](C)CN([C@H](C)CO)C3=O)cc1
    0.87, -2, 1, -4, -1, 13, -26, 20
CC(=O)Nc1ccc(S(=O)(=O)NCCC(=O)OCc2csc(CC(=O)Nc3ccccc3C)n2)cc1
    1, 0, 0.97, 3, -3, 0, -15, 2
O=C(Nc1cccc(NC(=O)c2cncc(Br)c2)c1)c1cncc(Br)c1
    1.2, -7, 0.95, 5, 7, -18, -7, 16
CC1Cc2ccccc2N1C(=O)COC(=O)c1ccc([N+](=O)[O-])o1 (stereo not given)
    0.98, 1, 0.99, 1, 5, 2, -16, 42
C[C@H](CO)N1C[C@H](C)[C@@H](CN(C)C(=O)Nc2ccc3c(c2)OCO3)Oc2ccc(NC(=O)NC3CCCCC3)cc2C1=O
    0.96, -2, 2.3*, -129, -2, 4, -10, 34
O=C(O)Cn1c(=O)c2cccn2c2ccccc21
    1, 0, 1, -4, -4, -1, -8, 2
COc1ccc(C(=O)CCC(=O)N2CCN(c3ccc([N+](=O)[O-])cc3)CC2)cc1
    1.3, -3, 0.93, 7, -3, -26, -4, 26
COc1ccc(NC(=O)Cn2c(=O)oc3cc(S(=O)(=O)N4CCCC4)ccc32)c(OC)c1
    0.98, -5, 1.1, -5, -5, 2, -16, -1
O=C(CSc1ccccn1)N1CCN(C(=O)CSc2ccccn2)CC1
    0.96, -17, 0.94, 6, -7, 4, -7, 13
COc1ccc2oc(=O)c(N3C(=O)c4ccccc4C3=O)cc2c1
    1.1, 4, 1, -3, -5, -10, 0, -16
Cc1cnn(C(=O)c2oc3ccccc3c2C)c1
    1.4, -3, 0.98, 2, 2, -42, 2, -6
COc1ccc(/C(O)=C2/C(=O)C(=O)N(CCCN3CCOCC3)C2c2ccc(C)cc2)cc1 (stereo not given)
    0.94, -7, 0.89, 11, 1, 6, -4, -3
Cc1ccc(-n2nc(C)c3c2OC(N)=C(C#N)C3c2cccs2)cc1 (stereo not given)
    1, 0, 0.93, 7, -6, -3, -7, 1
CCOC(=O)c1ccc(-n2ccnc2)c(NC(=O)c2cccc(Br)c2)c1
    1, -4, 0.95, 5, -5, -3, -4, 1
Cc1ccccc1Nc1nc(N)nc(CSc2nnnn2C)n1
    0.96, 0, 1.1, -6, -10, 4, 6, 1
COc1ccc(Cn2nnnc2C(c2cccs2)N2CCCCCC2)cc1 (stereo not given)
    0.99, -4, 0.97, 3, -4, 1, 2, 11
COc1ccc(OCC(=O)NCCNC(=O)c2cccnc2)cc1
    0.99, -2, 0.99, 1, -3, 1, -14, -4
O=C1[C@H]2[C@@H](c3ccc(Cl)cc3)N3C(=O)N(c4cccc(F)c4)C(=O)[C@@]3(Cc3ccc(Cl)cc3)[C@H]2C(=O)N1C1CCCCC1
    1.2, 2, 1, -5, 0, -19, -8, -2
CC[C@@]1(C(=O)OC)N[C@H](CN(C)C(=O)Nc2ccc(Cl)cc2)[C@@H]2C(=O)N(C)C(=O)[C@@H]21
    1.2, -2, 1.1, -12, -7, -21, -2, 5
COc1cccc(NC(=O)COc2ccc(C(=S)N3CCN(C)CC3)cc2OC)c1
    0.86, 4, 1, -4, 6, 14, 5, -13
O=C(CCC1CCCC1)N1CCN(C(=O)c2ccco2)CC1
    0.82, -4, 1.1, -9, -4, 18, -10, 5
Cc1n(CC(O)COC2CCCCC2)c2ccccc2[n+]1C (stereo not given)
    0.87, 54, 1, -4, -7, 13, 0, -3
COc1ccccc1NC(=S)N(CCCN1CCOCC1)Cc1cccs1
    1.3, -2, 0.96, 4, -7, -29, -3, 3
O=C(Nc1cc(Cl)cc(Cl)c1)C(NCCO)c1ccccc1 (stereo not given)
    0.97, 0, 1, -2, 2, 3, -7, 1
CSCC[C@H](NC(=O)C1CCN(S(=O)(=O)c2ccc(C)cc2)CC1)C(=O)NCC1CCCO1 (stereo not given in full)
    1.2, 3, 0.99, 0, -5, -20, 2, -10
COc1ccc(/C=N\Nc2ccc([N+](=O)[O-])cc2)c(C(=O)O)c1OC
    0.79, 2, 0.83, 17, 1, 21, -5, -10
Cc1nc(S/C(=C/c2ccc(-c3ccc(C(=O)O)cc3)o2)C(=O)O)n[nH]1
    1.4, 39, 0.55, 45*, 18, -41, -6, 38
COc1c(C)cc(Br)cc1C(=O)O
    1.2, 5, 0.97, 3, 1, -20, 2, -2

# Remaining list, next part
# The line under a structure holds: hIAP activ, A3A deaminase, mIAP act, mIAP inh, HKDC1 inhibitor, hIAP inh, ATG4B inhibitor, PfG6PD inh
Cc1ccccc1NC(=O)C(=O)N/N=C/c1cccc(Br)c1
    1.2, -2, 0.94, 6, -4, -16, 0, -7
C=CCn1c(N)cc(=O)nc1SCC(=O)NC(C)c1ccccc1 (stereo not given)
    0.96, -3, 1, -2, -9, 4, -4, 13
O=C(Nc1cccc(Cl)c1)Nc1nnc(-c2ccncc2)s1
    1, 0, 1, 0, -5, 0, -8, 2
COc1ccc(-c2csc(NC(=O)CSc3nc(SC)ns3)n2)cc1
    1.1, -1, 0.99, 1, 1, -7, -13, 27
COC(=O)CSc1nc(C)c(Oc2ccccc2)c(=O)[nH]1
    1.1, -3, 0.94, 6, 8, -15, 4, -3
CCOC(=O)C(C(=O)OCC)N(C#N)c1nc(C)cc(C)n1
    1.1, 1, 1.1, -5, -8, -9, 8, 6
O=C1CN(C(=O)CSc2nnc(Nc3ccccc3)s2)c2ccccc2N1
    0.85, -1, 1, -2, -8, 15, 25, 3
Cn1c(C(=O)O)c(CC(=O)NCc2cccnc2)c2ccccc21
    0.99, 0, 1, -4, -7, 1, 0, -6
Cc1ccc(OCC(O)CN2CCN(Cc3ccc4c(c3)OCO4)CC2)c(C)c1 (stereo not given)
    1.1, 2, 0.72, 28, -1&-3, -7, -6&-9, -2&-9
COc1ccccc1C(=O)Nc1ccc2c3c(cccc13)CC2
    0.98, -3, 1.1, -6, -9, 2, -7, 22
CCOc1ccc(C)cc1S(=O)(=O)n1cnc2ccccc21
    1.2, -1, 0.98, 2, -2, -19, -3, 5
Cn1c2ccccc2c(=O)c2c(=O)n(-c3ccccc3)c(C3CCCCC3)nc21
    1, 0, 1, 0, 43*, -4, 3, 7

# Some of these compounds in order of heavy-atom count, smallest number first:
# The line under a structure holds: hIAP activ, A3A deaminase, mIAP act, mIAP inh, HKDC1 inhibitor, hIAP inh, ATG4B inhibitor, PfG6PD inh
Cn1c(C(=O)O)c(CC(=O)NCc2cccnc2)c2ccccc21
    0.99, 0, 1, -4, -7, 1, 0, -6
COc1ccc(-c2csc(NC(=O)CSc3nc(SC)ns3)n2)cc1
    1.1, -1, 0.99, 1, 1, -7, -13, 27
O=C1CN(C(=O)CSc2nnc(Nc3ccccc3)s2)c2ccccc2N1
    0.85, -1, 1, -2, -8, 15, 25, 3
